High-throughput results: PubChem, Broad Institute
FN deposit inh – fibronectin deposition inhibition. AH1F fibroblasts, Alexa488-fibronectin deposition fluorescence, overnight. 350,000 compounds, 0.086% hits. AID 743247. inhibition, % at 12.6 µM;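 active = mean inhibition across replicates of 30% or more, regardless of how many single replicates reach that level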;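 note: positive control wells lacked labelled fibronectin entirely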
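Material – AH1F fibroblast monolayer, labelled fibronectin deposition · Reagent – labelled fibronectin 24 nM · Timing – 1 h adhesion, overnight exposure · Measured by – fluorescence at 485 nm excitation, 525 nm emission · Read-out – inhibition of fibronectin deposition signal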
PAX8 inh HTS – lowers PAX8-driven luciferase in RMG-I cells | 360,000 compounds, 1.2% hits | AID 652154 | RMG-I TPO-luciferase reporter, SteadyGlo, 24 h | inhibition, % at 12.6 µM;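 active = mean replicate inhibition at least 60% with every replicate also reaching 60%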;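 note: luciferase light reporting Pax8 driven TPO promoter activity; plate controls were median of neutral control wells for no effect and mitoxantrone controls for full effect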
Casp6 inh – caspase-6 (human) enzyme inhibition | inhibition, % at 12.5 µM | purified caspase-6, Z-VEID-R110 cleavage fluorescence | P55212 | 350,000 compounds, 0.53% hits;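 active = mean inhibition across replicates at least about 35%, with every replicate also reaching that limit, limit read from the data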;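 note: 0% = median of neutral control wells and 100% = no fluorescence left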
Target sequence (P55212 24-179 limits assumed): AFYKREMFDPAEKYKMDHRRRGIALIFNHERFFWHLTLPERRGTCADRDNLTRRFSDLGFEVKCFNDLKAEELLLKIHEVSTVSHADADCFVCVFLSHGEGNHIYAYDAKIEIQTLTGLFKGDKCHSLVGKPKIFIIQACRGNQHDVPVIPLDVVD
Target sequence (P55212 194-293 limits assumed): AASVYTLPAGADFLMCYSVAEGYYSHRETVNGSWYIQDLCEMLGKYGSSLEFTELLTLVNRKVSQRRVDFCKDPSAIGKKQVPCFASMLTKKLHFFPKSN
LGR2 inh – inhibitors of bursicon-induced Drosophila LGR2 receptor cAMP signaling; AID 720647; 380,000 compounds, 0.35% hits; inhibition, % at 9.99 µM; HEK293 LGR2, CRE-luciferase, bursicon-stimulated, 4 h;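 active = drop in luminescence signal, shown as inhibition above about 50% in the replicate tests, limit read from the data, passing the limit was not always enough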;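 note: agonist challenge used bursicon conditioned medium at about half maximal strength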
Cneo AK release – Cryptococcus neoformans lysis via adenylate kinase release; C. neoformans lysis, adenylate kinase release luminescence, 4 h; normalised: neutral wells 0, clomiphene wells 100; 360,000 compounds, 0.2% hits; lysis activity, % at 15 µM;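 active = mean lysis activity across replicates of at least 80%, whatever share of replicates individually reach that level; inactive = mean lysis activity below 80%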
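Signal: Adenylate kinase release luminescence | Assay system: Log-phase Cryptococcus neoformans yeast cells | Input: Cells at 5 × 10^6 per mL | Buffer or medium: Fresh YPD growth medium | Compound: Single dose | Schedule: Static 4 h at 37 °C with compound, 1 h detection | Controls: Clomiphene | Read-out: Luminescence rise reflecting yeast cell lysis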
miR122 inh – miR-122 inhibition in Huh7 cells; Huh7 miR-122 Renilla luciferase sensor, 48 h; neutral wells = 0, positive control = 100; activation (reporter increase), % at 12.5 µM; 340,000 compounds, 0.3% hits; AID 602342;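 active = mean replicate activation score at least 90 and every replicate individually at or above 90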;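 note: higher luciferase means less miR-122 activity so hits act as miR-122 inhibitors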
EWS-Fli block – EWS/Fli transcriptional activity inhibition | A673 NR0B1-luciferase reporter, viability-normalised | inhibition, % at 12.6 µM | 350,000 compounds, 0.67% hits | AID 651661;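 active = mean inhibition of at least 50% after viability correction, with every replicate also passing that limit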;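 note: firefly luciferase signal divided by Alamar Blue viability fluorescence both relative to DMSO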
PGC1a acetyl inh – lowers PGC1a acetylation signal in U2OS cells. AlphaScreen anti-acetyl-lysine; with virally co-expressed GCN5 acetyltransferase. inhibition, % at 15.6 µM. 350,000 compounds, 0.17% hits;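 active = every replicate shows inhibition of at least 40%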;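 note: 0% = neutral control wells and 100% = positive control wells; some results beyond the cut were filed as inactive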
* = called active by the depositor; · = not tested or not shown; & = joins results of further samples; [ ] = another dose, or the depositor's remark.

#	molecule	FN deposit inh	PAX8 inh HTS	Casp6 inh	LGR2 inh
1	C[C@H]1CN([C@@H](C)CO)C(=O)Cc2cc(NC(=O)NC3CCCCC3)ccc2O[C@@H]1CN(C)Cc1ccc(C(F)(F)F)cc1	-6	·	2	6
2	N#C/C(=C\c1ccc(-c2ccccc2C(=O)O)o1)c1nc2ccccc2[nH]1	1	-6	17	-13
3	CCN=c1scc(C)n1/N=C/c1cc(Br)c(O)c(OC)c1	-9	-7	3	-33
4	CC(C)(C)c1nnc(NC(=O)C2CCN(C(=O)c3ccco3)CC2)s1	-1	2	-1	-11
5	CC(C)NC(=O)Nc1ccc2c(c1)CC(=O)N([C@@H](C)CO)C[C@@H](C)[C@@H](CN(C)CC1CCCCC1)O2	·	17	-3	-1
6	CN(C(=O)c1cc(COc2ccc(F)c(F)c2)on1)C1CCOC1 (configuration not stated)	2	-47	3	-3
7	CCCN(C(=O)c1ccc(N(C)S(=O)(=O)c2ccc(C)cc2)cc1)C1CCS(=O)(=O)C1 (configuration not stated)	·	4	-73	1
8	COc1ccc(S(=O)(=O)Nc2ccc3c(c2)C(=O)N([C@H](C)CO)C[C@H](C)[C@H](CN(C)C(=O)NC2CCCCC2)OCCCC[C@H](C)O3)cc1	-12	13	0	18
9	CCn1nnc2cc(C(=O)NCC(c3ccccc3OC)N(C)C)ccc21 (configuration not stated)	-2	15	-10	0
10	Cc1ccc(Nc2n[nH]c(=S)s2)c(C)c1	-15	8	-2	-33
11	Cc1noc(C)c1NC(=O)N(C)C[C@@H]1OCCCC[C@@H](C)Oc2ccc(NS(=O)(=O)c3ccc(Cl)cc3)cc2C(=O)N([C@@H](C)CO)C[C@H]1C	-3	-1	-1	-20
12	COc1ccc(C(=O)NCC(C)NC(=O)c2ccc(OC)c(Br)c2)cc1Br (configuration not stated)	-1	-3	-3	·

#	Cneo AK release	miR122 inh	EWS-Fli block	PGC1a acetyl inh
1	0	-1[16.7 µM]	-6	0
2	-2	·	-5	-5
3	·	·	-13	7
4	-1	-2	6	·
5	4	-9[16.7 µM]	9	·
6	2	-1	-37	6
7	-1	0	4	-10
8	0	-8[16.7 µM]	8	-1
9	-3	-18	5	5
10	1	-10	-10	·
11	0	-4[16.7 µM]	-4	3
12	1	-5	2	-15

The results go on:
#	molecule	FN deposit inh	PAX8 inh HTS	Casp6 inh	LGR2 inh
13	CN(C)CC(=O)Nc1ccc2c(c1)[C@@H]1C[C@H](CC(=O)N3CCOCC3)O[C@@H](CO)[C@@H]1O2	-6	-5	·	-6
14	COc1ccc(-c2ccc([C@H]3[C@H]4CN(S(=O)(=O)c5cccs5)CCCCN4[C@H]3CO)cc2)cc1	·	41	-6	14
15	CN1CCNC(=O)C1CC(=O)NCC1(c2ccccc2)CCCCC1 (configuration not stated)	-3	3	-4	-6
16	CO[C@H]1CN(C)C(=O)c2ccc(NC(C)=O)cc2OC[C@@H](C)N(Cc2cccc(F)c2)C[C@H]1C	-6	-50	-1	3
17	O=C(NNC(=O)c1ccccc1F)c1ccc(NS(=O)(=O)c2ccc(F)cc2)cc1	-7	-34	-5	17
18	CCN(C(=O)c1coc(=O)c2ccccc12)c1cc(OC)ccc1OC	-1	17	·	·
19	COc1ccc(CN(C)CCCn2ccc(N)nc2=O)cc1OC	7	-18	-3	-28
20	O=C(C[C@H]1CC[C@H]2[C@@H](COC[C@@H](O)CN2Cc2ccccc2)O1)NCc1ccccc1Cl	-9	9	-1	4
21	Cc1cccc2nc(CSc3ccc(Cl)cc3)cn12	-15	-176	2	-61
22	CN(Cc1ccco1)C(=O)CSc1nn2c(=O)c(C(C)(C)C)nnc2s1	0	15	43*	8
23	CCC(=O)N1[C@H](CNC(C)=O)[C@@H](c2ccc(-c3cccc(F)c3)cc2)[C@@H]1CO	-12	-14	-1	-4
24	CCN(CC)c1nc2c(c(=O)[nH]c(=O)n2C)n1CCOc1ccccc1	-1	23	-4	-16

#	Cneo AK release	miR122 inh	EWS-Fli block	PGC1a acetyl inh
13	-2	2[16.7 µM]	-4	5
14	0	9[16.7 µM]	1	-2
15	·	·	-7	·
16	2	3[16.7 µM]	4	6
17	-2	9	-5	·
18	0	0	·	-6
19	-1	-4	-2	-3
20	-3	-4[16.7 µM]	7	4
21	5	-7	-74	·
22	-1	-8	3	3
23	-4	-7[16.7 µM]	5	1
24	2	0	9	-6

Other records.
#	molecule	FN deposit inh	PAX8 inh HTS	Casp6 inh	LGR2 inh
25	C=CCN(CC=C)Cc1cc(=O)oc2cc(C)c(Cl)cc12	4	-8	1	-16
26	CN1CCN(c2ccc(NC(=O)c3ccc4c(c3)OCCO4)cc2Cl)CC1	1	-116	7	2
27	CC(CCc1ccccc1)NC(=O)CNC(=S)N(Cc1cccs1)C1CCCC1 (configuration not stated)	-1	11	0	-4
28	CC1=CCC(COC(=O)Nc2ccccc2)CC1 (configuration not stated)	·	·	·	5
29	OC[C@H]1[C@H](c2ccc(-c3ccc(F)cc3)cc2)[C@H]2CN(CCC(F)(F)F)CCCCN21	·	-27	-2	-12
30	O=C(CCS(=O)(=O)c1ccc(Cl)cc1)Nc1ccc(F)cc1	-2	0	1	7
31	COc1ccc(OC)c(-c2nnc3n2N=C(c2ccc(OC)c(OC4CCOC4)c2)CS3)c1 (configuration not stated)	2	97*	2	-1
32	C[C@@H](O)C#Cc1cnc2c(c1)C(=O)N([C@@H](C)CO)C[C@H](C)[C@H](CN(C)CC1CCOCC1)O2	2	-17	-1	-12
33	CC1CN=C(NS(=O)(=O)c2ccccc2)N1 (configuration not stated)	-3	0	0	4
34	CN(C)CCCNC(=O)[C@@H]1[C@@H](CO)[C@@H]2Cn3c(ccc(-c4ccccc4)c3=O)[C@H]1N2C	·	-10	-29	-12
35	Cc1nc(NC(=O)C2CCCCC2C(=O)O)sc1C (configuration not stated)	-1	-10	1	-11
36	Oc1c(/C=N/c2ccccn2)sc2ccccc12	1	-10	4	-82

#	Cneo AK release	miR122 inh	EWS-Fli block	PGC1a acetyl inh
25	0	4	9	-15
26	·	4	-79	-11
27	·	·	10	-12
28	-4	-1	·	8
29	-2	-1[16.7 µM]	·	-11
30	0	4	-5	14
31	5	36	59*	-9
32	-2	6[16.7 µM]	-9	9
33	3	·	-4	·
34	2	-3[16.7 µM]	0	·
35	0	1	0	·
36	2	0	-71	-17

Part of the list above, with tabs:
cpd	canonical_smiles	FN deposit inh	PAX8 inh HTS	Casp6 inh	LGR2 inh	Cneo AK release	miR122 inh	EWS-Fli block	PGC1a acetyl inh
24	CCN(CC)c1nc2c(c(=O)[nH]c(=O)n2C)n1CCOc1ccccc1	-1	23	-4	-16	2	0	9	-6
25	C=CCN(CC=C)Cc1cc(=O)oc2cc(C)c(Cl)cc12	4	-8	1	-16	0	4	9	-15
26	CN1CCN(c2ccc(NC(=O)c3ccc4c(c3)OCCO4)cc2Cl)CC1	1	-116	7	2	·	4	-79	-11
27	CC(CCc1ccccc1)NC(=O)CNC(=S)N(Cc1cccs1)C1CCCC1 (configuration not stated)	-1	11	0	-4	·	·	10	-12
28	CC1=CCC(COC(=O)Nc2ccccc2)CC1 (configuration not stated)	·	·	·	5	-4	-1	·	8
29	OC[C@H]1[C@H](c2ccc(-c3ccc(F)cc3)cc2)[C@H]2CN(CCC(F)(F)F)CCCCN21	·	-27	-2	-12	-2	-1[16.7 µM]	·	-11
30	O=C(CCS(=O)(=O)c1ccc(Cl)cc1)Nc1ccc(F)cc1	-2	0	1	7	0	4	-5	14
31	COc1ccc(OC)c(-c2nnc3n2N=C(c2ccc(OC)c(OC4CCOC4)c2)CS3)c1 (configuration not stated)	2	97*	2	-1	5	36	59*	-9
32	C[C@@H](O)C#Cc1cnc2c(c1)C(=O)N([C@@H](C)CO)C[C@H](C)[C@H](CN(C)CC1CCOCC1)O2	2	-17	-1	-12	-2	6[16.7 µM]	-9	9
33	CC1CN=C(NS(=O)(=O)c2ccccc2)N1 (configuration not stated)	-3	0	0	4	3	·	-4	·
34	CN(C)CCCNC(=O)[C@@H]1[C@@H](CO)[C@@H]2Cn3c(ccc(-c4ccccc4)c3=O)[C@H]1N2C	·	-10	-29	-12	2	-3[16.7 µM]	0	·
35	Cc1nc(NC(=O)C2CCCCC2C(=O)O)sc1C (configuration not stated)	-1	-10	1	-11	0	1	0	·
36	Oc1c(/C=N/c2ccccn2)sc2ccccc12	1	-10	4	-82	2	0	-71	-17

The listing continues:
#	molecule	FN deposit inh	PAX8 inh HTS	Casp6 inh	LGR2 inh
37	O=C(O)Cc1ccc(NC(=O)c2ccc(Cl)c(Cl)c2)cc1	12	-23	-1	2
38	O=C(COC(=O)c1cc(-c2cccs2)nc2ccccc12)NC1CCS(=O)(=O)C1 (configuration not stated)	·	0	1	0
39	O=C(Cn1cnc2c(nnn2Cc2ccc(F)cc2)c1=O)NCc1ccco1	-13	·	·	·
40	N#Cc1c(-c2ccncc2)c2c([nH]c1=O)-c1ccccc1OC2	13	1	5	·
41	COc1cccc(-c2nnc(NC(C)=O)o2)c1	-15	-19	-2	-4
42	CCSc1nnc(CNC(=O)C23CC4CC(CC(C4)C2)C3)n1C1CCCCC1	9	7	0	-2
43	COc1ccc(S(=O)(=O)Nc2cccc3c2O[C@@H](CN(C)C(=O)NC2CCCCC2)[C@H](C)CN([C@@H](C)CO)C3=O)cc1	5	·	-1	-8
44	CC(=O)C1=C(O)C(=O)N(CCCn2ccnc2)C1c1ccc(Cl)cc1 (configuration not stated)	3	5	-2	16
45	COc1ccc(OC(=O)N(C)C[C@@H]2OCc3cn(nn3)CCCC(=O)N([C@@H](C)CO)C[C@H]2C)cc1	12&-4	-11&-12	-3&-3&-1	9&13
46	COCCN(C(=O)CCC(=O)Nc1cc(C)on1)C(C(=O)NC1CCCC1)c1ccc(C)cc1 (configuration not stated)	-1	5	2	-13
47	CCOC(=O)c1sc2nc(CSCC(=O)OCc3ccc(C(=O)OC)o3)[nH]c(=O)c2c1C	-2	-4	4	6
48	O=C(COc1ccc2c(c1)C(=O)CC1(CCCCC1)O2)NCc1ccccn1	-1	·	·	10
49	COCCNC(=O)c1cc2c(c(-c3cccc(C#Cc4ccc(OC)c(OC)c4)c3)n1)[C@@H](CCO)N(S(=O)C(C)(C)C)C2 (some centres not stated)	0	5	1	-10
50	COc1cccc(NC(=O)COc2ccc(C(=S)N3CCN(C)CC3)cc2OC)c1	1	14	0	-4
51	c1ccc2sc(N3CCCN(Cc4nc(-c5cnccn5)no4)CC3)nc2c1	1	20	9	4

#	Cneo AK release	miR122 inh	EWS-Fli block	PGC1a acetyl inh
37	-2	-2	11	6
38	·	·	-1	·
39	16	-4	·	1
40	·	·	29	·
41	1	3	-7	1
42	1	-7	-11	-4
43	1	9[16.7 µM]	-9	-7
44	·	·	1	-3
45	-1&2&-14	-7	-3&-8&-5	-4&0
46	1	2	2	-1
47	·	5	·	0
48	1	-3	·	-1
49	1	2	9	1
50	5	-1	-3	-14
51	0	3	-8	4
